Screens deposited in PubChem BioAssay by National Center for Advancing Translational Sciences (NCATS).
Tb PGK inh = blocks T. brucei phosphoglycerate kinase; PGK/GAPDH coupled, Kinase-Glo luminescence, 60 min; Potency, µM (highest dose often 57.5 µM), for the others: top-dose activity change, negative = inhibition, most hits filed as inhibitors; 0.043% of 380,000 active; AID 602233; note: % is set by controls: 0 for no effect and ±100 for the full control effect; nearly all actives have a fitted effect of over 60% in size
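Recombinant glycosomal PGK reaction used 1,3-bisphosphoglycerate generated in-well by GAPDH (100nM final) in 100mM TEA pH 7.6, 5mM MgCl2, 0.01% Tween-20. After 60 minutes at room temperature, ATP was read by Kinase-Glo Plus luminescence end-point.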
JMJD2A Tudor = blocks the human JMJD2A Tudor domain. O75164. AlphaScreen JMJD2A-Tudor / H3K4me3 peptide binding. Potency, µM (top dose mostly 114 µM), for the others: at the highest dose activity change, negative = inhibition, actives largely listed as inhibitors. 4.4% of 390,000 active; note: % is set by controls: 0 for no effect and ±100 for the full control effect; nearly all actives have a fitted effect of over 50% in size
GLS inhibitor = glutaminase GLS (human) inhibition; 0.21% of 410,000 active; O94925; GLS enzymatic activity, qHTS titration; Potency, µM (doses to about 45.5 µM), inactives show at the top dose activity change, negative = inhibition, usual class: inhibitors; AID 624170; note: % is set by controls: 0 for no effect and ±100 for the full control effect
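hKGA; 45 mM KH2PO4 pH 8.2 + 0.02% Tween-20; cpd via pin tool; 1 mM Gln soln; GluOx/HRP/Amplex Red; RT 30 min; fluor. t0 & final.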
RGS4 inhibitor = inhibitors of human regulator of G protein signaling 4. Transcreener GDP fluorescence polarization, RGS4-accelerated GTP hydrolysis. 0.039% of 390,000 active. AID 504845. Potency, µM (series often up to 114 µM), without a hit: top-dose activity change, negative = inhibition, most hits filed as inhibitors. P49798; note: % is set by controls: 0 for no effect and ±100 for the full control effect; nearly all actives have a fitted effect of over 75% in size; some results filed as inactive show a strong effect at the top dose
Target sequence (P49798 whole entry, looked up): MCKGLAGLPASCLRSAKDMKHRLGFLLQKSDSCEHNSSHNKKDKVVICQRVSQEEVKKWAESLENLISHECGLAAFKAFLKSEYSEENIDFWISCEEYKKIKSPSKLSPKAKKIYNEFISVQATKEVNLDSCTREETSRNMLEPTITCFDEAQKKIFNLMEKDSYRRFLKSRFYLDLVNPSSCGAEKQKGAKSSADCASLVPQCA
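MLSMR compounds (23 nl, pin-transferred) preincubated 10 min at room temperature with a 500nM (2x) first reagent, then RGS4 at 900nM (2x) plus Transcreener GDP mix added; fluorescence polarization (620/688 nm) read before and after 90 min at 30 °C.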
HP1b binding inh = blocks HP1-beta chromodomain binding to methylated histone tails. AID 540317. 0.56% of 390,000 active. P83916. AlphaScreen HP1-beta / biotin-H3K9me3 peptide binding. Potency, µM (doses to about 114 µM), for the others: at the top dose activity change, negative = inhibition, usual class: inhibitors; note: nearly all actives have a fitted effect of over 70% in size; inactives centre near 23
Target sequence (P83916 whole entry, looked up): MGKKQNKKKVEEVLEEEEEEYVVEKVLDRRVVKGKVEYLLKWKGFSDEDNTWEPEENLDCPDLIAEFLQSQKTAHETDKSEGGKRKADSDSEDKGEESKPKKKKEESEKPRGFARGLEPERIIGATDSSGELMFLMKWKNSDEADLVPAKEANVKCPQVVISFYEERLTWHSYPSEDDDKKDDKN
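Compound inhibition of the preformed complex between 50 nM HP1-beta and 50 nM biotinylated H3K9me3 peptide was read by AlphaScreen. Buffer was PBS pH 7.4 with 0.01% Tween-20. Incubations ran 30 min at room temperature, with 10 ug/mL donor/acceptor beads.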
rTrxR1 inhibitor = blocks rat thioredoxin reductase 1; O89049; recombinant rTrxR1, NADPH fluorescence consumption, selenite substrate; Potency, µM (top dose mostly 114 µM), for the others: top-dose activity change, negative = inhibition, usual class: inhibitors; 1% of 390,000 active; AID 588453; note: % is set by controls: 0 for no effect and ±100 for the full control effect; nearly all actives have a fitted effect of over 65% in size
Target sequence (O89049 whole entry, looked up): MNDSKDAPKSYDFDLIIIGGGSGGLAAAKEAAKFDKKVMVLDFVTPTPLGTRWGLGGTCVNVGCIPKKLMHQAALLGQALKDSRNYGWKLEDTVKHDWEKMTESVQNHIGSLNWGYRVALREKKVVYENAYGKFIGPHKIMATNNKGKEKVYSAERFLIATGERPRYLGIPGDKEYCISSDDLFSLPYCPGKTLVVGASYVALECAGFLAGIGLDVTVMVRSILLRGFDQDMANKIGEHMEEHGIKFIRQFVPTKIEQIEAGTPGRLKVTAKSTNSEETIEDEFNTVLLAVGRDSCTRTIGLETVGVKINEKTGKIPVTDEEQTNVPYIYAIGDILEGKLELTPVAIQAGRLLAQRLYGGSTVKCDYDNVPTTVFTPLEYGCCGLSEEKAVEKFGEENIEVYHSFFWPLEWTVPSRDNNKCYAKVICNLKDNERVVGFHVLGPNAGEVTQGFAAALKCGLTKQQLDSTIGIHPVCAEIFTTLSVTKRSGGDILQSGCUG
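Rat TrxR1 (90 nM in the dispensed reagent) was pre-reduced with 400 uM NADPH for 5 min at room temperature, then incubated with compound for 15 min. After 400 uM selenite was added, NADPH fluorescence (Ex 340/Em 450 nm) was followed for 8 min.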
ERG-DNA inh = blocks human ERG Ets domain binding to DNA; fluorescence polarization, His-ERG Ets domain / labelled DNA; 0.028% of 370,000 active; Potency, µM (doses to about 76.9 µM), inactives show at the top dose FP activity, negative = inhibition, actives largely listed as inhibitors; active = well fitted inhibition curve with a large enough effect in the polarisation, with a control signal flat; inconclusive = small, poorly fitted or top-dose-only effect, or effect the other way, or a change in a side signal; inactive = no such curve, though single readings can be large or run the other way; the % refers to the polarisation;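 note: polarization taken with two DNA probes labelled with fluorescein and Texas red; % of control where 0% means no effect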
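His-tagged ERG Ets domain (1 uM in the protein solution; 300mM KCl, 50mM Tris-HCl, 1mM EDTA, 1mM DTT, pH 7.5) received compound, then a probe mix of 5 nM fluorescein-DNA and 100nM Texas-615-DNA. Fluorescence polarization was read for both dyes.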
12-LOX inh = ALOX12 (human) lipoxygenase inhibition | purified 12hLO, xylenol orange hydroperoxide absorbance | Potency, µM (top dose mostly 108 µM), for inactives: at the highest dose activity change, negative = inhibition, actives largely listed as inhibitors | AID 1671190 | 1.1% of 580,000 active; note: % is set by controls: 0 for no effect and ±100 for the full control effect
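Hydroperoxide product was detected by ferrous iron/xylenol orange as the 573 to 405 nm absorbance ratio. Arachidonic acid at 40 uM (final) was turned over for 30 min at room temperature by 150 nM human 12hLO, pH 7.0 Hepes buffer, after 15 min compound preincubation.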
Pin1 inhibitor = inhibitors of human Pin1 | Q13526 | Pin1 FP peptide displacement, HiFluor488, 10 min | Potency, µM (highest dose often 115 µM), inactives show at the top dose activity, negative = inhibition, most hits filed as inhibitors | 0.009% of 390,000 active | AID 504891; active = well fitted inhibition curve with a large enough effect in the polarisation, with a control signal flat, not every such curve was filed as active; inconclusive = small, poorly fitted or top-dose-only effect, or effect the other way, or a change in a side signal; inactive = no such curve, though single readings can be large or run the other way; the % refers to the polarisation; note: % is set by controls: 0 for no effect and ±100 for the full control effect
Target sequence (Q13526 whole entry, looked up): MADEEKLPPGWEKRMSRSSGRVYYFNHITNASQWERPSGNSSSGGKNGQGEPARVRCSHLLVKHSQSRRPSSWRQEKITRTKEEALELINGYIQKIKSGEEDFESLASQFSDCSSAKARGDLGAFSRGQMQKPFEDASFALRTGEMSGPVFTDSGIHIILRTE
* = called active by the depositor; i = inactive; ? = inconclusive; / = no result given; & = joins results of further samples; [ ] = dose if it differs, or a comment. Unless noted, calls come from the whole dose curve; as a rule, active = well fitted curve in the direction sought with a large enough effect; inconclusive = small, poorly fitted or top-dose-only effect, or another doubt; inactive = no such curve, though single readings can be large; an effect the other way counts as inactive or inconclusive. Potency is the fitted concentration of half-maximal effect. An excerpt; the hit share may differ from the screen's.

SMILES | Tb PGK inh | JMJD2A Tudor | GLS inhibitor | RGS4 inhibitor | HP1b binding inh | rTrxR1 inhibitor | ERG-DNA inh | 12-LOX inh | Pin1 inhibitor
O=C(Nc1ccc(Br)cc1)c1cccc(-n2cnnn2)c1 | -6.6% | -8.7% | 0.0% | 4.0% | -13.6% | 15.3% | 2.9% | -8.1% | -4.6%
Cc1ccc(CCNC(=O)Cc2ccc(NC3=NC4CS(=O)(=O)CC4S3)cc2)cc1 (stereo unspecified) | 7.5% | -2.1% | 1.8% | 4.6% | 32.3% | 13.4%[57.1 µM] | -4.8% | 19.3% | 0.8%
Cc1ccc(S(=O)(=O)N2C(=O)CCC2C(=O)N2CCCCC2)cc1 (stereo unspecified) | -1.4% | -15.2% | -3.3% | 3.0% | 17.1% | 22.1% | -5.6% | 18.0% | -5.4%
COc1ccc(N2CCN(CC(=O)c3c(C)n(C)c4ccc(OC)cc34)CC2)cc1 | -4.8% | -15.3% | 18.0% | -15.8% | 20.3% | 13.9%[57.1 µM] | 2.5% | 136.8%[activator] | 3.9%
CCCNc1ncnc2[nH]ncc12 | -0.4% | -17.9% | -10.3% | 9.6% | -17.3% | -19.6% | -10.4% | -26.9% | ?
Cc1cccc(-n2c(C)nc3cc(C(=O)NCC4CCCO4)ccc32)c1 (stereo unspecified) | -6.2% | -19.9% | -11.7% | -26.6%[56.9 µM] | -3.8% | 17.5%[57.1 µM] | -1.2% | 1.1% | -2.7%
COc1cccc(NC(=O)c2cc(-c3ccc(OC)cc3OC)nc3ccccc23)c1 | -8.6% | -27.2% | -5.2% | -8.4% | 34.8% | 18.5% | -5.5% | ? | 5.0%
COc1ccc(-c2cc(-c3ccc4c(c3)NC(=O)CO4)nc3c2COc2ccc(F)cc2-3)cc1 | -5.2% | -5.6% | 8.4% | -6.6% | 29.6% | 5.3% | 2.7% | 1.6% | 0.9%
CN(C)S(=O)(=O)c1cccc(COc2cccnc2[N+](=O)[O-])c1 | -4.3% | -30.0%[57.1 µM] | -2.7% | ? | -9.6% | 15.9%[57.1 µM] | -4.3% | -9.5% | -3.8%
COc1ccnc(N=CNOCc2cccc(Cl)c2Cl)c1C#N | -1.5% | -7.6% | 5.8% | -12.4% | 21.2% | 14.7% | -1.7% | -8.9% | 4.6%
Cc1ccc(Cl)cc1NC(=O)c1oc2ccc(S(=O)(=O)N3CCCCC3)cc2c1C | -3.0% | -22.3% | -1.8% | 25.0% | 16.7% | 20.5%[57.1 µM] | -5.7% | -31.6% | 0.7%
Cc1cc(N2CCCCC2)nc2ccc(NC(=O)c3ccc(F)cc3)cc12 | i | -11.6% | 7.4% | -14.2% | 26.2% | 20.4%[11.4 µM] | 6.4% | ? | -2.7%
COC(=O)CCC/C=C1/SCC(NC(=O)c2ccccc2)C1O (stereo unspecified) | -2.9% | -22.4% | 3.7% | -6.1% | 13.9% | 50.1µM* | 5.0% | -13.6% | 3.0%
CCCc1cc(C(=O)OC)c(NC(=O)OCC)s1 | i | 53.5% | 1.2% | 22.1% | 71.7%[activator] | 15.1% | -4.0% | -9.0% | -0.3%
O=S(=O)(O)c1ccc(SCc2ccccc2)nc1 | -5.7% | 89.1µM* | -23.5% | -33.3% | 24.5% | 1.1%[57.1 µM] | -4.6% | ? | -4.2%
CCOC(=O)c1cc2c(nc1NC(=S)NCc1ccccc1)CCCC2 | 0.5% | -4.9% | -20.7% | 22.1% | 42.7%[activator] | -13.8% | 3.1% | 5.3% | 1.5%
CC(=O)c1sc(C(C)(C)C)cc1NC(=O)c1ccccc1C(=O)O | i | -3.9% | 26.3% | -27.1% | 29.0% | 12.9%[57.1 µM] | -14.0% | 4.5% | 9.4%
COC(=O)CC1SC(=O)NC1=Nc1ccc(C)cc1 (stereo unspecified) | 3.3% | -6.6% | 6.4% | -5.9% | 24.8% | 0.2% | / | 22.7% | 2.3%
c1ccc(Oc2ncnc3sccc23)cc1 | -3.0% | 6.8% | 0.0% | 0.4% | 43.9%[activator] | -7.3% | 7.4% | -4.2% | 6.0%
Cc1[nH]c(=O)[nH]c1C(=O)CCCCC(=O)OCC(=O)Nc1ccccn1 | i | 0.794µM* | 26.3% | -12.3% | -96.2% | -7.8% | / | 9.6% | -0.3%
Cc1cc(-c2ccc(C)c(S(=O)(=O)Nc3cccc(CN4CCCC4)c3)c2)on1 | 12.4% | -12.8% | 19.4% | 3.4% | 25.7%[57 µM] | 27.8% | 2.5% | 8.6% | 7.0%
COc1cccc(NC=C2C(=O)OC(C)(C)OC2=O)c1 | -1.8% | -3.8% | 0.6% | 24.0% | 18.9% | -16.2% | -12.0% | 0.0% | 2.9%
CCN(CC(=O)NCc1cccs1)C(=O)c1ccc(S(=O)(=O)N(C)c2ccccc2)cc1 | i | -14.4% | -2.1% | 37.3% | 5.3% | 8.3%[57.1 µM] | -9.0% | 11.1%&15.4% | 6.3%
CC1CCCN(S(=O)(=O)c2ccc(C(=O)Nc3ccccc3-c3nc4ccccc4[nH]3)cc2)C1 (stereo unspecified) | -9.7% | -6.8% | -1.1% | -6.2% | 30.1% | 13.0% | 13.6% | 1.4% | -0.1%
CCCCn1c(O)c(N=Nc2ccccc2O)c2ccccc21 | -4.4% | ? | 10.4% | -39.1% | -6.1% | 4.1%[57.1 µM] | 2.2% | ? | ?
Cn1c(CNc2cccc(Cl)c2)nnc1SCC#N | 2.6% | 1.3% | 7.9% | -13.9% | 41.9%[activator] | 9.3% | 6.7% | -13.3% | 0.9%
N#Cc1ccc(-c2ccc(F)cc2)nc1Sc1ccc(F)cc1 | 5.0% | -17.3% | 0.2% | 3.4% | 35.8% | -5.8% | -1.7% | -2.5% | 3.2%
COc1ccc(C(=O)Nc2cc(Cl)ccc2OC(=O)c2ccc(OC)cc2)cc1 | 3.9% | -7.9% | 14.4% | -26.6% | 11.7% | 26.0% | / | / | 27.1%
O=C(N/N=C/c1cc(Cl)cc(Cl)c1O)c1ccncc1 | -4.1% | 22.4µM* | 21.9% | -5.2% | 48.8%[activator] | 10.4% | -9.0% | -14.7% | ?
CCN(CC(=O)NCc1cccs1)C(=O)c1cc(S(=O)(=O)N2CCCCC2)ccc1Cl | -0.9% | -12.8% | 5.3% | 30.9% | 10.6% | 5.7% | 2.1% | 1.0% | -11.2%
Nc1cccc([N+](=O)[O-])c1 | 1.3% | -9.0% | 13.6% | -19.2% | 36.5% | 9.6% | -0.2% | -1.5% | 0.6%
Cc1cc(OCC(=O)N2CCCC2)ccc1Cl | -0.1% | -2.3%[57.1 µM] | 14.0% | 15.6% | 69.2%[activator] | -12.0% | -2.7% | -10.8% | 0.0%
COc1ccc(Cc2noc(CN(C)CCc3ccccc3)n2)cc1OC | -1.8% | -7.6% | 0.0% | 13.8% | 18.6% | 8.5% | -5.8% | 11.7% | -7.3%
COc1ccc(-c2nc(C)c(CCNC(=O)C(=O)Nc3cc(C)cc(C)c3)s2)cc1OC | -2.1% | -3.9% | -6.1% | -10.5% | 11.3%[57 µM] | 24.3%[57.1 µM] | -3.6% | -8.7% | -0.7%
CC(C)(C)OC(=O)N(CCc1ccccc1)Cc1ccccc1OCc1cccc(NC(=O)C2CCC2)c1 | -8.3% | -12.3% | -7.3% | -1.4% | 67.3%[activator] | 31.7% | -8.2% | ? | 9.9%
Cc1cc(C)cc(OCCNS(=O)(=O)c2cccs2)c1 | -7.8% | -16.2%[57.1 µM] | -5.3% | -5.2% | 55.7%[activator] | 26.5% | 4.3% | -2.3% | 6.5%
COc1ccc(CNS(=O)(=O)c2cc3c(cc2Cl)NC(=O)CO3)cc1 | -8.7%&-8.4% | -13.2% | -4.2%&-16.7% | -15.7%&15.0% | 15.3%&-30.4% | 2.8%[57.1 µM] | 16.3%&9.4% | -10.2%&-12.4% | -2.6%&-9.6%
O=C(CN1c2ccccc2S(=O)(=O)c2ccccc21)Nc1ccccc1F | 0.6% | -13.1% | -11.7% | 40.4% | 18.5% | 30.9% | 13.9% | -3.2% | -3.1%
COc1ccc(-c2nc(SCCOc3ccccc3Cl)n3[nH]c(=O)cc3n2)cc1 | -0.3% | -20.5% | -3.8% | 1.6% | -2.9% | 51.0%[activator][57.1 µM] | -4.6% | ? | -7.1%
Cc1ccccc1NC(=O)Nc1ccc(C(F)(F)F)cc1 | -0.4% | -15.8% | 9.7% | -12.1% | 15.4% | 9.3%[57.1 µM] | 1.9% | -15.1% | -2.0%
COCCCNCC(=O)Nc1sc(C)c(C)c1C(=O)OC | -8.3% | 28.2µM* | 47.5%[activator] | -41.0% | -17.3% | -23.3% | -7.3% | 0.0% | ?
COc1cccc(NC(=S)NNC(=O)CCn2cc([N+](=O)[O-])cn2)c1 | -8.9% | -2.3%[11.4 µM] | -11.0% | -13.9% | 40.2%[activator] | 3.1%[57.1 µM] | 144.1%[activator] | -0.1% | -0.7%
Cc1ccc(OCCC(=O)OCC(=O)N2CCN(S(=O)(=O)c3ccc(C)cc3)CC2)cc1 | -3.7% | -22.8% | 2.4% | 12.8% | 10.3% | 0.9% | -6.6% | -4.6% | -1.5%
Fc1cccc(Cn2cc(C(=S)N3CCCCC3)c3ccccc32)c1 | -0.3% | ? | 3.2% | 4.3% | -23.9% | -11.5% | -0.2% | -9.3% | 2.5%
